# Bioassay records from PubChem.
# LEDGF integ inh: blockers of LEDGF/p75-dependent integrase strand transfer – biochemical, TR-FRET, high throughput, primary screen; HIV-1 integrase (with human LEDGF/p75); TR-FRET IN-LEDGF/p75 DNA integration, Eu/Cy5; inhibition, % at 3.7 µM; AID 743269, 2014; 370,000 tested, 0.64% active;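 active = inhibition above the screen-wide mean plus 3 SD, cut at about 13% in these data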;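 also: signal is the Cy5 over europium emission ratio at 671 and 618 nm; 0% = plate median of compound wells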
# TDP2 absorb: human TDP2 enzyme inhibitors, primary screen, biochemical, epi absorbance, recombinant enzyme; Tyrosyl-DNA phosphodiesterase 2 (Homo sapiens), O95551; T5PNP hydrolysis, p-nitrophenol absorbance 415 nm; inhibition, % at 12.8 µM; 370,000 tested, 0.34% active; AID 720702, 2013;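 active = inhibition above the mean of all tested compounds plus 3 SD, set per campaign, cut at about 25% in these data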;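 also: 0% = DMSO with enzyme and 100% = buffer with substrate but no TDP2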
#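 System – recombinant human TDP2 · Quantity – TDP2 enzyme at 120 nM final · Doses – single concentration, 12.8 µM nominal, with 1% DMSO · Incubation – 2 h at 37 °C · Measured by – epi absorbance of p-nitrophenol freed from T5PNP by hydrolysis · Read-out – % inhibition relative to enzyme-containing and enzyme-free wells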
# ADAM10 inh: human ADAM10 inhibitors, primary screen, biochemical, QFRET, HTS. recombinant ADAM10, EDANS/DABCYL FRET peptide cleavage, 3 h. inhibition, % at 7 µM. 370,000 tested, 0.62% active;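 active = inhibition above a per-campaign cutoff equal to the mean of compounds falling between control-based bounds plus 3 SD, cut at about 20% in these data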;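 also: 0% = DMSO wells while the 100% control is not disclosed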
# ASAP1 GAP inh: inhibitors of human ASAP1 ArfGAP activity, primary screen, biochemical, fluorescence polarization; Arf-GAP with SH3 domain, ANK repeat and PH domain-containing protein 1 (Homo sapiens), …; ASAP1-stimulated ARF1 GTP hydrolysis, GDP FP detection; inhibition, % at 16.5 µM; 360,000 tested, 0.19% active; AID 624377, 2012; in the data active = inhibition above about 25%;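 also: 0% = vehicle with enzyme and substrate and 100% = no enzyme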
# Target sequence (Q9ULH1 325-724 limits assumed): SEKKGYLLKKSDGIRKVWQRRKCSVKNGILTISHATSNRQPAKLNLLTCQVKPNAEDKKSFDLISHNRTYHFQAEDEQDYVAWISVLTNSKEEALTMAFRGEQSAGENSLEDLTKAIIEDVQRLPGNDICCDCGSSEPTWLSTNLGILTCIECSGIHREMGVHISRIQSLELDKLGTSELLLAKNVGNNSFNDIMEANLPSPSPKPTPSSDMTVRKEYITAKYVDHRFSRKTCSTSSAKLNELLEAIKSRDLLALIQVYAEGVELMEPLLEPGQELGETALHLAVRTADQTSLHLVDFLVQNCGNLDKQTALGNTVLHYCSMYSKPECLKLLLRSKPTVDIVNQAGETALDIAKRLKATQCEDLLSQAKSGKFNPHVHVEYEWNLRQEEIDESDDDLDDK
# proKLK7 act: proKLK7 zymogen activators, primary screen, biochemical, fluorescence intensity; purified proKLK7, EDANS-DABCYL substrate fluorescence; 100% is mature enzyme control, 0% vehicle; AID 652039, 2013; activation, % at 7 µM; 370,000 tested, 0.9% active; Kallikrein-7 (Homo sapiens), P49862;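 active = activation above the mean of all tested compounds plus 3 SD, computed per campaign excluding outliers beyond control limits, cut at about 13% in these data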
# Tn7 DDE FP: inhibitors of Tn7 peptide binding to fibrin DD(E), primary screen, biochemical, fluorescence polarization, human fibrin, Tn7 probe. Fibrinogen beta chain (Homo sapiens), P02675. FP displacement of FITC-Tn7 peptide from fibrin DD(E); 0% = median of compound wells per plate. 370,000 tested, 0.13% active. AID 720508, 2013. inhibition, % at 8.3 µM;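 active = inhibition above the mean of compounds falling within the control limits plus 3 SD of them, cut at about 14% in these data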;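 also: 0% = plate median of compound wells and 100% = 10 µM Aha-Tn7 peptide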
# Target sequence (P02675 whole entry, looked up): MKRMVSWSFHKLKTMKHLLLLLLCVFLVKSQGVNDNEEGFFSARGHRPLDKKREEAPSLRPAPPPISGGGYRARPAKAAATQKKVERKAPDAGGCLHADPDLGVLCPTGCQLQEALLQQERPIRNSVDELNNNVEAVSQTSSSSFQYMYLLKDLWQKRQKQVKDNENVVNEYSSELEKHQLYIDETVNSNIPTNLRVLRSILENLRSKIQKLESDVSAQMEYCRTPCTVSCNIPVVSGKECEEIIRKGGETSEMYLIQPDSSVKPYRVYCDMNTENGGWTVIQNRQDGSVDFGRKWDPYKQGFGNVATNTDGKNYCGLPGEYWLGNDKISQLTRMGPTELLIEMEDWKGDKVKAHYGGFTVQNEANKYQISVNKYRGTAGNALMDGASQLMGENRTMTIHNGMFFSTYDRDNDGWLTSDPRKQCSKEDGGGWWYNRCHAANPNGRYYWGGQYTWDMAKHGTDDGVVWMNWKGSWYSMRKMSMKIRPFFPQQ
#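 assay system = human clot-derived fibrin DD(E) complex | quantity = Fibrin-DD(E) at 2 µM final | timing = 10 min preincubation, 3 h with tracer, room temperature | signal = fluorescence polarization | measure = percent inhibition | benchmarks = high control wells with 10 µM unlabelled Aha-Tn7 peptide (full inhibition) | replicates = singlicate testing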
# DDE Tn6 FP inh: inhibitors of Tn6 peptide binding to fibrin DD(E), primary screen, biochemical, fluorescence polarization, human fibrin, Tn6 probe | Fibrinogen beta chain (Homo sapiens), P02675 | Fibrin DD(E) TRITC-Tn6 fluorescence polarization displacement | inhibition, % at 8.3 µM | 370,000 tested, 0.21% active | AID 720509, 2013;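 active = inhibition above a per-campaign cutoff: mean of compounds within control limits plus 3 SD, cut at about 15% in these data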;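 also: 0% = median of all compound wells on the plate and 100% = blocking peptide control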
# PLCg1 inh: PLC-gamma1 enzyme inhibitors, primary screen, biochemical, fluorescence, purified enzyme; 1-phosphatidylinositol 4,5-bisphosphate phosphodiesterase gamma-1 (Homo sapiens), P19174; fluorogenic substrate; inhibition, % at 12.2 µM; 370,000 tested, 0.84% active; in the data active = inhibition above about 9.5%
# ARFGAP1 inhibitor: inhibitors of rat ARFGAP1 GAP activity, primary screen, biochemical, fluorescence polarization, GDP tracer; AID 651572, 2012; ADP-ribosylation factor GTPase-activating protein 1 (Rattus norvegicus), Q62848; inhibition, % at 16.5 µM; 360,000 tested, 0.26% active; Arfgap1-stimulated ARF1 GTP hydrolysis, GDP FP detection;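 active = inhibition above a per-plate limit, mean inhibition of low control wells plus 3 SD, cut at about 25% in these data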;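 also: 0% = DMSO wells with enzyme and 100% = wells lacking Arfgap1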
# Target sequence (Q62848 1-136 limits assumed): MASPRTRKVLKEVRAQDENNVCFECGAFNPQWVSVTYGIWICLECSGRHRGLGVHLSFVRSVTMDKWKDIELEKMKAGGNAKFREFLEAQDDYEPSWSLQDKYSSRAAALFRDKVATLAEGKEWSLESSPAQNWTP
#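 Assay system: purified rat His6-Arfgap1 residues 1-136 (GAP domain); Reagent: human Δ17 ARF1 bound to GTP; Dosing: 16.5 µM single point, 1.26% DMSO; Times: GTP hydrolysis reaction 2 h at 25 °C; Signal: FP, GDP Alexa 633 tracer displaced from anti-GDP antibody, 620/688 nm; Measure: % inhibition from polarization.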
# ADAM17 inh: ADAM17 inhibitors, primary screen, biochemical, QFRET | 370,000 tested, 0.83% active | recombinant ADAM17, EDANS/DABCYL FRET peptide cleavage | inhibition, % at 6.95 µM;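 active = inhibition above the mean of compounds lying between control limits plus 3 SD, set per campaign, cut at about 8.5% in these data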;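 also: 0% = DMSO-only wells as the low control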
# * = called active by the depositor; i = inactive.
LEDGF integ inh	TDP2 absorb	ADAM10 inh	ASAP1 GAP inh	proKLK7 act	Tn7 DDE FP	DDE Tn6 FP inh	PLCg1 inh	ARFGAP1 inhibitor	ADAM17 inh	canonical_smiles
0	-5	2	-1	-0.4	4	0	5	-1	2	CS(=O)(=O)c1ccc(C(=O)OCC(=O)NC23CC4CC(CC(C4)C2)C3)cc1[N+](=O)[O-]
5	-10	11	1	0.7	-2	-2	-18	10	-1	CCOC(=O)CSc1nc2cc(C)cc(C)c2cc1C#N
1	-12	1	-3	0.4	-3	1	0	6	-1	Cc1ccc(C)c(N2CCN(S(=O)(=O)c3ccc4c(c3)CCN4C(=O)CCC(=O)O)CC2)c1
-1	-7	10	9	0.5	0	-7	5	0	5	CCOC(=O)c1ccccc1NC(=O)COC(=O)C1CCN(S(=O)(=O)c2ccccc2C(=O)OC)CC1
-1	-2	-85	-4	-42	10	0	-187	7	-19	COc1cc(-c2cc(C(=O)Nc3ccc(C)c(S(=O)(=O)N4CCOCC4)c3)c3ccccc3n2)cc(OC)c1OC
1	-1	19	-5	-0.7	-3	-12	5	14	11*	CC(C)[C@H]1COCCS(=O)(=O)N1Cc1ccccc1-c1cccc2c1oc1ccccc12
-2	-2	-34	4	0.0	-3	-3	2	-2	-5	N#CC1(NC(=O)CN2C(=O)c3ccc([N+](=O)[O-])cc3C2=O)CCCCC1
4	-5	1	4	0.4	-2	-7	0	8	0	O=C(N[C@H](C(=O)N1CCC[C@H]1C(=O)NC1CCCC1)c1ccccc1)c1ccc(Cl)cc1Cl
2	-5	1	5	-0.6	-6	0	0	0	0	CCn1c(C)nc2cc(C#N)ccc21
0	4	-7	12	0.3	12	3	3	-11	-1	Cc1cccc(Nc2ncnc3nc[nH]c23)c1
2	-7	-11	5	0.5	5	6	-1	-7	-6	Cn1c(/C(C#N)=C(\O)c2ccc([N+](=O)[O-])s2)nc2ccccc21
4	-14	5	-5	0.2	2	-3	3	-9	11*	CCc1cc2c(nc1CC)CCCN2S(=O)(=O)c1ccc(OC)cc1
1	-5	11	7	0.1	-1	-6	-3	-6	5	CCOc1ccccc1NC(=O)COC(=O)Cc1ccc(-c2ccccc2)cc1
6	4	-8	2	1.1	-1	-1	0	7	0	CC(NC(=O)NC1CCCCC1)C(c1cccs1)N1CCN(c2ccccc2)CC1 (centres undefined)
-3	4	-7	-4	-0.3	7	2	-3	-2	-5	COc1cccc(-n2c(C)c(C(C)=O)c(C(C)=O)c2C)c1
3	-3	13	-7	-0.4	2	6	0	-6	0	CCCCNC(=O)c1ccc2c(c1)N(C)C(=O)c1ccccc1S2
-1	14	-1	-11	0.4	-1	2	-3	-14	-2	O=[N+]([O-])c1ccccc1/C=N/n1c(C(F)(F)F)n[nH]c1=S
5	15	4	16	1.4	-3	-9	2	1	-2	Cc1cccc(C)c1NC(=O)c1nc(S(=O)(=O)Cc2ccccc2)ncc1Cl
-2	-1	-5	-9	-0.1	-5	-6	-3	8	-4	CCOc1ccc(/C=N/NC(=O)C(OC)c2ccccc2)cc1 (centres undefined)
2	0	-17	12	0.3	7	-2	2	5	-5	Nc1nonc1N1CCCCC1
-1	4	-3	-1	0.5	12	-2	-1	-7	-2	CCOc1ccc(N=CNc2ccc(OCC)cc2)cc1
0	-1	0	7	-0.5	6	-4	1	1	-4	COc1cccc(NS(=O)(=O)c2cc(C)sc2C)c1
0	8	8	5	-0.1	-4	4	1	5	-4	Cc1ccc(C)c(N2CCN(C(=O)CCC(=O)Nc3nnc(CC(C)C)s3)CC2)c1
2	5	-2	-10	-0.2	2	2	2	0	4	O=C(CN(c1cccc([N+](=O)[O-])c1)S(=O)(=O)c1ccccc1)NCc1ccccc1
6	-13	10	-19	0.6	7	-6	3	-4	2	Cc1ccc(NC(=O)CCc2ccc(C)o2)cc1
4	5	1	-13	0.2	-2	-3	-2	-7	1	COCCCn1c(=O)c2ccccc2n(CC(=O)Nc2ccc3c(c2)OCCO3)c1=O
8	0	-1	2	-0.3	2	-1	-1	1	-2	COc1ccc(C(O)c2ncc(-c3ccccc3Cl)[nH]2)cc1F (centres undefined)
1	4	6	-13	-0.3	5	-11	0	-9	-3	COC(OC)c1ccc(C#N)c(SCc2ccc(C)cc2)n1
-1	-6	6	5	0.2	8	3	5	4	2	Cc1ccccc1Cn1cc(NC(=O)c2noc(C(C)C)c2[N+](=O)[O-])cn1
-2	4	-8	-14	-0.2	-1	1	-2	-7	-3	Cc1cc(NC(=O)CSc2ncnc3ccccc23)no1
2	0	-5	8	-0.7	-2	4	-3	-2	-2	CCOC(=O)N1CCN(c2nc3ccccc3nc2C(C#N)C(=O)NCCc2ccccc2)CC1 (centres undefined)
1	3	-2	-17	-0.6	2	0	0	-3	-4	COc1ccc(NC(=S)N(CCCN2CCC(C)CC2)Cc2cccs2)cc1
3	5	-28	12	0.7	6	9	-8	11	-11	CN(Cc1ccccc1F)C(=O)c1ccc2c(=O)n3c(nc2c1)CCC3
-1	-1	10	13	-0.4	-6	0	4	1	-1	O=C(O)CCCC(=O)Nc1ccc(N=Nc2ccccc2)cc1
-3	-5	9	0	-0.7	9	5	0	-9	5	COc1ccc(OC)c(S(=O)(=O)Nc2cc(Cl)cc(Cl)c2)c1
2	-7	5	10	-0.8	1	-2	-1	8	8	CC(C)CC(=O)OCC(=O)Nc1ccccc1Sc1ccccc1
2	1	7	6	0.0	-3	-6	2	-2	-1	CCCNC(=O)c1ccc(CN2CCOCC2)cc1
-2	-11	10	0	0.6	-6	2	-13	-2	-1	COc1cc(N2C(=O)CSC2=S)cc(OC)c1OC
-2	-4	-12	2	0.0	1	6	-2	1	-4	Cc1nc2c(C)cccn2c(=O)c1NC(=O)c1cccc2ccccc12
1	-9	-5	-8	1.2	3	-3	-5	2	-1	Cc1ccccc1/C=N/n1c(COc2ccccc2)n[nH]c1=S
-5	4	1	-14	0.0	3	-3	-1	0	1	Cc1ccc(C(=O)COC(=O)c2cc(C)no2)c(C)c1
-2	-3	11	-2	0.2	1	-8	9	-8	1	Cn1c(-n2c(CCCN3C(=O)c4ccccc4C3=O)nc3ccccc3c2=O)nc2ccccc21
3	-3	-4	-3	-0.1	-8	4	-3	3	-1	CC1=C(C)N(C)[C@H](c2ccccc2Br)[C@H](O)C1=O
-1	10	6	-8	0.0	-2	9	0	12	1	CC(=O)Nc1c2c(nn1-c1ccccc1)CSC2
-1	2	-6	5	-0.7	1	-1	-1	-5	-4	CN1CCN(c2nc3c(c(=O)[nH]c(=O)n3C)n2Cc2cccc(Br)c2)CC1
4	6	2	-3	0.4	-2	0	2	1	2	O=C(CNC(=O)c1ccc(Cl)cc1)NCC(F)(F)F
8	17	0	-7	-0.2	8	-8	-2	-16	-2	CCn1c(SCc2ccc(F)cc2)nc2c(c1=O)SCC2
-3	11	15	-6	0.1	3	-9	1	-5	4	CCc1ccccc1N(C)S(=O)(=O)c1cc(-c2cc(C)no2)ccc1OC
1	3	i	6	18*	-6	3	-375	2	-215	COCCOC(=O)C1=C(C)NC2=C(C(=O)CC(C)(C)C2)C1c1cccnc1 (centres undefined)
0	3	-4	-8	0.5	3	2	3	15	-6	COc1ccc(CN(C)C(=O)[C@H]2O[C@@H](n3ccc(N)nc3=O)[C@H](O)[C@@H]2O)cc1OC

# (continued)
LEDGF integ inh	TDP2 absorb	ADAM10 inh	ASAP1 GAP inh	proKLK7 act	Tn7 DDE FP	DDE Tn6 FP inh	PLCg1 inh	ARFGAP1 inhibitor	ADAM17 inh	canonical_smiles
-6	-6	1	2	0.2	2	-1	4	1	-3	Cc1ccc(C(=O)Oc2cc(C)[nH]c(=O)c2[N+](=O)[O-])cc1
-2	3	-9	3	-0.3	2	0	-2	-6	-3	O=C(Nc1ccc(NC(=O)c2ccccc2Cl)nc1)c1ccncc1
3	-10	0	0	0.3	-4	7	2	13	-1	Cc1ccccc1CC1SC(N)=NC1=O (centres undefined)
-1	-8	-16	2	1.4	-6	-2	3	-18	-4	COCC(=O)Nc1ccc(S(=O)(=O)Nc2onc(C)c2C)cc1
0	-7	10	11	0.3	3	1	-1	-3	3	O=C1N[C@@H](Cc2ccccc2)COC(=O)[C@H](Cc2ccc(F)cc2)C/C=C\C[C@@H]1CC(=O)N(CCO)Cc1ccccc1
1	13	-5	0	-0.2	-3	4	-3	0	-1	O=C(Nc1ccccc1N1CCCC1)c1ccc(F)c(S(=O)(=O)N2CCOCC2)c1
-3	19	-19	1	-0.2	3	3	-7	7	-9	Cn1c(=O)c(=O)n(C)c2cc(S(=O)(=O)N3CCCC3C(=O)NCc3cccnc3)ccc21 (centres undefined)
-2	-6	-2	-6	-0.3	0	6	3	10	-1	Cc1cc(C)cc(NC(=O)CN2CCC(NC(=O)Cc3ccccc3)CC2)c1
-1	-4	-12	0	-0.7	2	0	0	2	-3	COc1ccc(/C=N/NS(=O)(=O)c2ccc(F)cc2)cc1CN1CCSCC1
-4	6	3	2	0.6	8	-5	0	-8	-6	Cc1ccc(NC(=O)NNC(=O)CN2C(=O)COc3ccccc32)cc1
-1	1	3	14	-0.3	0	4	1	1	-3	O=S(=O)(NCc1cccnc1)c1ccc2c(c1)OCCO2
-2	-1	-3	-5	0.0	10	-5	0	-5	0	Cc1cc2ccccn2c1C(=O)c1ccccc1Br
2	-6	-1	-5	-0.4	-5	3	4	2	1	COc1ccc(C(NC(=O)c2ccco2)c2ccc(OC)c(OC)c2)cc1OC
